SSB-PriA inh: K. pneumoniae PriA-SSBct interaction inhibition; AlphaScreen SSBct-PriA binding, biotinylated peptide; inhibition, % at 33 µM; hit rate 0.6% among 430,000; in the data active means inhibition mostly above about 37%, no sharp cut-off; inactive means mostly below about 20%;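 further: plate controls were negative control peptide for no effect and reference peptide for full effect; strong numbers were not always called active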
TcdB inh: TcdB glycohydrolase inhibition. P18177. TcdB glycohydrolase enzymatic assay, plate reader. inhibition, % at 9.99 µM. hit rate 0.24% among 350,000. AID 652162; in the data active means inhibition above about 10%
VHR inh abs: inhibitors of human VHR1 phosphatase (DUSP3) | recombinant VHR phosphatase, pNPP absorbance | inhibition, % at 13.3 µM | hit rate 0.52% among 290,000; in the data active means inhibition above about 50%; further: some compounds called inactive have numbers as strong as hits
Target sequence (P51452 whole entry, looked up): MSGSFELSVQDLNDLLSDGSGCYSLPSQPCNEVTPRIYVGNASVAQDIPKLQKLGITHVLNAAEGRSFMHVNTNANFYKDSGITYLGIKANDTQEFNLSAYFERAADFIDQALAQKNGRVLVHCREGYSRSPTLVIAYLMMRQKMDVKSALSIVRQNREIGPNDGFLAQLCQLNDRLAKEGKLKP
3CLpro inhibitor: SARS-CoV 3CLpro protease inhibition | P0C6X7 | recombinant SARS-CoV 3CLpro, quenched FRET peptide cleavage | inhibition, % at 6 µM | hit rate 0.14% among 290,000; in the data active means inhibition above about 12%
Rv3671c inh: Rv3671c (M. tuberculosis) protease inhibition | P9WHR9 | inhibition, % at 5.96 µM | hit rate 0.048% among 320,000; in the data active means inhibition above about 38%;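 further: extracellular domain of Rv3671c used as enzyme; 0% = enzyme with DMSO and 100% = no enzyme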
Target sequence (P9WHR9 whole entry, looked up, the tested form may be a part): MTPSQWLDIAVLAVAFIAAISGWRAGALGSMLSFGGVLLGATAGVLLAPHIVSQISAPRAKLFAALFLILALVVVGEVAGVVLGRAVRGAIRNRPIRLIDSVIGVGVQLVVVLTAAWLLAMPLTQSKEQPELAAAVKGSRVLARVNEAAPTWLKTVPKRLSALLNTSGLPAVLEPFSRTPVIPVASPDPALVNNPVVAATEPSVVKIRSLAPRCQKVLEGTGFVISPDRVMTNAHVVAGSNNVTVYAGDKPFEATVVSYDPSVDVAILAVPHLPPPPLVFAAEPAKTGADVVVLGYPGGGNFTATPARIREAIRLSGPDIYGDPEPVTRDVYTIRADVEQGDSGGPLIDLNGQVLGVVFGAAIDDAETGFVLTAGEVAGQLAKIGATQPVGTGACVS
Y pestis TopoI: Y. pestis Topo-I inhibition via cleavage products; hit rate 0.064% among 360,000; Y. pestis Topo-I cleavage product accumulation, plate reader; AID 504884; activity, % at 10 µM; in the data active means activity above about 50%, passing the limit was not always enough; further: inactives centre near 2
Anthrax LF prot: blocks Bacillus anthracis lethal factor protease | hit rate 0.12% among 360,000 | inhibition, % at 10 µM | P15917 | multiplex microsphere protease cleavage assay, LF; in the data active means inhibition above about 30%; further: plate controls were buffer without enzyme for full effect and enzyme alone for no effect
MazF activator: activators of E. coli MazEF toxin-antitoxin RNase; activation, % at 20 µM; P0AE70; AID 504720; FAM/BHQ RNA-DNA oligo cleavage fluorescence, 5 h; hit rate 0.32% among 350,000; in the data active means activation above about 50%
Target sequence (P0AE70 whole entry, looked up): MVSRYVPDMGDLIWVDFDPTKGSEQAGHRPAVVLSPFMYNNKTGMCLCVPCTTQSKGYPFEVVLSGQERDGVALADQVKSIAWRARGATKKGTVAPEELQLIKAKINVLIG
PfHsp40 yeast: compounds rescuing yeast from Plasmodium falciparum HSP40 toxicity; S. cerevisiae expressing PfHsp40, growth rescue, ATP luminescence; hit rate 0.68% among 340,000; growth rescue, % at 12.5 µM; AID 504582; in the data active means growth rescue above about 28%, passing the limit was not always enough;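 further: yeast W303a lacking pdr1 and pdr3 grown in galactose medium; growth measured after three days at 30 °C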
BH1578 lux ind: induces V. cholerae light production without autoinducers; V. cholerae BH1578 lux reporter, luminescence, 6 h; activation, % at 18.7 µM; hit rate 0.16% among 350,000; AID 588436; in the data active means activation mostly above about 9.7%, no sharp cut-off; further: not every result past the cut was called active; inactives centre near 0; reference of the scale not given here
* hit, by the source's call; i = inactive; . = no result given; & = joins results of further samples. These rows are one share of the data; count on the stated rates, not on these rows.

mol	SSB-PriA inh	TcdB inh	VHR inh abs	3CLpro inhibitor	Rv3671c inh	Y pestis TopoI	Anthrax LF prot	MazF activator	PfHsp40 yeast	BH1578 lux ind
CCOc1ccc(CC(=O)N2CCN=C2SCc2ccc([N+](=O)[O-])cc2)cc1	-5	-0.2	9	0	-2	-4	0	2	3.7	i
COc1ccc(-c2nc(-c3ccc(Br)o3)no2)cc1	-1	1.5	11	-4	-3	2	-12	-2	-0.4	-0.1
O=C(Nc1nc2ccccc2[nH]1)NC1CCCCC1	-7	0.2	10	-2	-3	-4	0	-4	-1.1	i
CCn1c(SCc2ccc([N+](=O)[O-])cc2)nnc1C(C)NC(=O)c1ccc(C)cc1 (stereo unspecified)	-1	.	36	0	-6	12	-1	2	0.3	i
COc1ccc(S(=O)(=O)n2nc(C)cc2C)c(C)c1C	-16	0.4	20	-2	12	1	-5	0	-1.2	i
c1ccc2c(c1)c1ccccc1n1c(-c3ccc4c(c3)OCO4)nnc21	-5	.	-5	2	-8	-1	-2	4	-1.5	-0.3
O=C(NCc1ccc2c(c1)OCO2)c1cccc(Cl)c1	-11	.	30	-7	-1	-10	-1	1	-1.0	-0.6
O=C1CSc2ccc(C(=O)NCCC3=CCCCC3)cc2N1	-13	.	29	-2	-7	14	-1	0	-0.9	-1.4
O/N=C1/C2C3CC4C5C3C1C5C1(OCCO1)C42 (stereo unspecified)	i	.	40	-3	7	-6	-5	2	0.9	-1.0
COc1ccc(OC)c(NC(=O)C2CCCN2C(=O)OCc2ccccc2)c1 (stereo unspecified)	-7	.	16	0	-4	0	2	-2	-1.0	i
O=C(/C=C/c1cccc(Br)c1)Nc1nn[nH]n1	2	0.2	25	-2	5	.	.	6	.	.
CCc1nnc(NC(=O)c2c(-c3ccccc3)noc2C)s1	1	2.0	30	1	-2	1	0	-1	-1.1	i
CC(=O)N1CCc2cc(S(=O)(=O)CCC(=O)N3CCN(c4ccccc4)CC3)ccc21	7	0.3	15	2	5	6	-6	1	8.4	1.8
CN1CCN(Cc2c(F)cccc2Cl)CC1	1	-0.3	-1	-2	.	0	-19	-6	-1.7	i
Cc1ccc(NC(=S)N2CCN(CCN3C(=O)c4cccc5cccc(c45)C3=O)CC2)cc1	-2	.	14	3	-12	5	.	-5	-1.7	i
CC(C)NC(=O)CCCN1C(=O)c2ccccc2Sc2ncccc21	-10	0.3	-8	-1	7	-5	-5	9	-1.5	-1.4
Cc1cccnc1-n1c(C)nc2ccccc2c1=O	-11	.	28	4	1	2	-2	-7	-0.6	.
COc1cccc(CN2CCC2(C)C(=O)Nc2ccc(C)c(O)c2)c1F (stereo unspecified)	.	0.0	.	.	.	14	-2	.	.	0.3
CCOC(=O)C1(Cc2ccccc2)CCCN(Cc2ccc(OCCO)cc2)C1 (stereo unspecified)	-4	0.2	-6	-4	3	7	5	-4	0.4	-2.0
O=C(O)C1CC(c2ccc(F)cc2)=NO1 (stereo unspecified)	17	.	12	-3	6	-6	-3	-1	-0.4	-2.8
CN(C)/C=C/C(=O)c1cnc2n(c1=O)CCS2	-15	0.2	9	2	-2	-7	4	0	-1.3	-0.2
CC(=O)c1cccc(NC(=O)NC(C)C2CCCO2)c1 (stereo unspecified)	-13	.	-4	1	2	2	-3	-3	0.0	-0.2
CCOc1ccc(N2C(=O)CN(C)C2=S)cc1	0	-1.3	1	3	-11	4	-2	0	1.0	-1.8
O=C(COc1ccccc1F)N1CCCc2ccccc21	-6	1.0	4	6	4	-4	7	-4	4.3	-0.8
Cc1ccc2c(c1)C(=O)OC1(O)C3C4C=CC(C4)C3C(=O)N21 (stereo unspecified)	6	0.0	16	-3	0	13	.	2	0.8	-1.2
COc1cccc(CN(C)C(=O)c2ccc(C)c(S(=O)(=O)N3CCCCC3)c2)c1	-2	-0.2	.	.	-9	19	-8	-9	-0.8	-0.8
O=C1CCC/C=C\C[C@@H](CC(=O)N(CCO)Cc2ccccc2)C(=O)N2CCC[C@H]2CO1	.	0.5	.	.	9	9	-1	-2	0.2	-0.7
O=C(Cn1c(=O)cnc2ccccc21)N1CCCc2ccccc21	-8	-0.3	20	2	-5	10	2	5	3.4	-0.5
CC(C)c1nnc(NC(=O)CCS(=O)(=O)c2nc(-c3cccs3)cc(C(F)(F)F)n2)s1	-14	.	15	5	-10	-10	0	-4	-0.1	i
CC(=O)N1CCCc2cc(S(=O)(=O)Nc3ccc4c(c3)OCO4)ccc21	-10	.	-8	.	4	2	-3	-3	-0.4	.
CCOc1ccc(Cl)cc1S(=O)(=O)N1CCC(C(=O)NCc2ccncc2)CC1	-14	-3.8	26	5	0	-9	-1	8	-1.2	-0.1
O=C(NC1CCCC1)C1CCCN1C(=O)Nc1ccccc1Cl (stereo unspecified)	-4	.	14	-3	-4	-1	-2	-18	-0.2	-0.9
O=C(O)c1nn(CCOc2ccccc2F)c(=O)c2ccccc12	0	0.7	-12	-1	-7	12	3	-15	0.0	-0.3
NS(=O)(=O)c1ccc2nc(NC(=O)C3=COCCO3)sc2c1	-16	-0.5	-12	9	1	8	3	11	-1.3	-0.7
CC(C)c1c(C(=O)N/N=C/c2ccsc2)nnn1-c1nonc1N	.	1.4	6	0	-8	3	0	0	1.9	0.3
S=c1nc(-c2ccccc2Br)[nH][nH]1	-9	4.7	-5	-1	1	6	2	1	-0.2	-1.0
COc1ccccc1CN1CCNC(=O)C1CC(=O)N(C)CC1CCOCC1 (stereo unspecified)	10	-0.3	10	2	1	1	2	-4	-0.2	-0.3
C=CCNc1oc(Cc2cccc3ccccc23)nc1C#N	3&9	0.0	-21	-1	0	11	-1	-14	-0.5	-0.1
O=C(C[C@H]1C[C@@H]2c3cc(NC(=O)c4ccc5c(c4)OCO5)ccc3O[C@@H]2[C@H](CO)O1)NCc1cc(F)ccc1F	.	0.4&1.3	.	.	.	6	-1	8	.	1.1
CCOc1ccc(C(=O)Nc2ccc(NC(=O)c3cccs3)cc2)cc1[N+](=O)[O-]	-3	.	14	-1	-7	6	0	4	-0.5	-0.1
CNC1=C([N+](=O)[O-])CC([N+](=O)[O-])=C(N2CCNCC2)N1C	-8	1.2	3	-5	16	1	-1	3	1.2	-0.3
Fc1cccc(/C=C2\CCCC3=C2NC(=S)NC3c2cccc(F)c2)c1 (stereo unspecified)	-10	.	6	8	-2	-4	-2	-7	0.2	-0.6
CC(C)(C)n1cnc2cc(NC(=O)c3ccccc3)ccc21	-16	1.3	46	4	4	-2	8	7	-0.4	-0.8
CN(C)S(=O)(=O)c1cccc(NC(=S)N/N=C/C(c2ccccc2)c2ccccc2)c1	.	.	-7	0	-3	0	-4	0	0.3	-0.1
Cc1cccc(NC(=S)NNC(=O)c2cccc([N+](=O)[O-])c2)c1	13	-2.3	9	2	5	-3	-14	2	4.8	i
Cc1cc2cc(CNC(=O)c3ccc(Br)o3)ccc2[nH]1	4&-15&26	0.6	-1	.	-10	-4	-78	-1	1.5	-0.2
O=C(NCc1ccccc1)c1onc(CSc2ccc(F)c(F)c2)c1C(=O)NCc1ccccc1	-5	.	.	.	-18	16	-5	-2	-0.2	i
CC(C)C(C(=O)O)N1C(=O)/C(=C/C=C/c2ccco2)SC1=S (stereo unspecified)	11	.	52*	-3	12	-22	-9	-30	1.4	i

3 compounds from above, showing only BH1578 lux ind, Y pestis TopoI and TcdB inh:
mol | BH1578 lux ind | Y pestis TopoI | TcdB inh
CC(=O)N1CCCc2cc(S(=O)(=O)Nc3ccc4c(c3)OCO4)ccc21 | . | 2 | .
COc1cccc(CN(C)C(=O)c2ccc(C)c(S(=O)(=O)N3CCCCC3)c2)c1 | -0.8 | 19 | -0.2
O=C(COc1ccccc1F)N1CCCc2ccccc21 | -0.8 | -4 | 1.0

(further entries)
mol	SSB-PriA inh	TcdB inh	VHR inh abs	3CLpro inhibitor	Rv3671c inh	Y pestis TopoI	Anthrax LF prot	MazF activator	PfHsp40 yeast	BH1578 lux ind
OC(COc1ccc2ccccc2c1Br)Cn1ccnc1 (stereo unspecified)	27	.	4	-3	-2	-10	-1	3	-1.9	0.7
Cn1c(S(=O)(=O)Cc2ccc(Cl)cc2)nc2ccccc21	-1	1.9	-19	-4	3	1	-4	2	-0.9	i
O=C(NCc1cccnc1)c1cc(C(=O)NCc2cccnc2)cc([N+](=O)[O-])c1	.	1.5	.	.	.	4	-6	0	.	5.9
C=CCn1c(=NC(=O)c2ccc(S(=O)(=O)N3CCCc4ccccc43)cc2)sc2cc(S(N)(=O)=O)ccc21	-6	.	1	-3	-155	2	37*	-17	2.2	-0.2
O=C(CN1CCc2ccccc2C1)Nc1ccc(F)cc1	-7	0.6	17	5	.	-1	15	-7	0.5	i
Cc1nnc(NC(=O)c2ccc3nccnc3c2)s1	3	0.5	.	.	.	-7	-1	3	0.1	10
Cc1ccc(NS(=O)(=O)c2ccc(C(=O)Nc3nncs3)cc2)cc1	-14	0.4	.	.	3	-13	-5	8	-0.8	i
COc1ccc(CCNC2CCC(c3ccccc3)CC2)cc1 (stereo unspecified)	-16	2.9	35	1	9	8	-9	14	-0.9	-0.9
COc1ccc(C(=O)CN2C(=O)NC3(CCCCCC3)C2=O)c(OC)c1	2	1.8	.	.	0	8	-4	6	0.0	-0.9
CCC1(CC)C(C#N)C(=O)NC(=O)C1C#N (stereo unspecified)	-3	-1.4	.	.	.	-1	3	1	-0.5	1.0
COc1cc(C)c(C(C)C)cc1S(=O)(=O)NC1CC(C)(C)NC(C)(C)C1	7	0.9	15	2	-8	-1	-8	7	1.0	-0.6
Cc1ccc(S(=O)(=O)N(CC(O)CN2CCCC2)c2ccccc2)cc1 (stereo unspecified)	18	1.4	19	4	1	-9	1	-2	-0.3	-0.9
Cc1cc(C)[n+]2[nH]c(N)c(N=Nc3ccccc3)c2n1	.	0.2	.	-5	-26	-3	.	10	-0.8	-0.7
O=C(O)C1CCN(c2ccc(S(=O)(=O)N3CCCCC3)cc2[N+](=O)[O-])CC1	4	0.1	.	.	.	-2	-1	1	-0.2	i
Cc1ccc(NC(=O)C(=Cc2ccc(C(=O)O)cc2)C(=O)Nc2ccc(C)cc2C)c(C)c1	6	.	1	-1	5	-3	-2	-2	1.7	-0.5
Cc1ccccc1-c1nc(-c2ccc(Br)o2)no1	-29	1.0	-4	-2	-1	-3	-20	-5	0.1	-0.9
CCc1nnc(NC(=O)CSc2nc3c(C)cccc3[nH]2)s1	-7	.	6	5	-2	0	2	-2	7.3	0.3
COc1ccccc1-c1noc(-c2ccccc2C(=O)N2CCOCC2)n1	-1	.	15	-7	-12	-2	-1	13	1.4	-0.7
COc1ccc(C(=O)OCCNC(=O)c2ccncc2)cc1OC	1&-9&8	1.0	-12	1	1	-1	0	-2	-0.2	-0.1
Cc1cccn2cc(CNc3ccccc3)nc12	-4	.	17	-1	4	11	-2	-11	-0.8	i
O=C(Nc1ccc(-c2cn3c(n2)SCC3)cc1)c1ccc2c(c1)OCO2	14&7	1.9	19	-7	-3	-6	-5	14	-0.5	3.3
CCNc1nc(NC(C)C)nc(SCCOc2ccc(C)cc2)n1	-28	.	21	0	-11	18	0	-1	-1.8	-0.4
NS(=O)(=O)c1ccc(CNC(=O)c2csc3c2CCCC3)cc1	-8	0.7	23	6	-2	-1	-1	-6	-1.0	-0.5
Brc1ccc(Oc2nnnn2-c2ccccc2)cc1	-17	-1.5	21	-2	5	-6	-1	5	0.8	-0.2
CC1(C)OC(=O)C(=CNC(CCC(N)=O)C(=O)O)C(=O)O1 (stereo unspecified)	-10	.	17	1	-3	3	4	6	0.5	-0.3
CCOC(=O)Cc1csc(NC(=O)CSc2nnc(-n3nc(C)cc3C)c3ccccc23)n1	2	.	8	6	-5	31	5	5	0.1	0.6

Screening results deposited in PubChem BioAssay by several laboratories.
